Bioassay records from PubChem.
Rpn11 block: Rpn11 (human) deubiquitinase inhibition; AID 588493; human 26S proteasome, Ub4-pepOG fluorescence polarization; 20S core pre-blocked with epoxomicin; O00487; actives 0.59% (n = 360,000); calls only at 20 µM;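 active = inhibition at 20 µM, scaled to each plate's controls, above about 33%, limit read from the data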
Target sequence (O00487 whole entry, looked up): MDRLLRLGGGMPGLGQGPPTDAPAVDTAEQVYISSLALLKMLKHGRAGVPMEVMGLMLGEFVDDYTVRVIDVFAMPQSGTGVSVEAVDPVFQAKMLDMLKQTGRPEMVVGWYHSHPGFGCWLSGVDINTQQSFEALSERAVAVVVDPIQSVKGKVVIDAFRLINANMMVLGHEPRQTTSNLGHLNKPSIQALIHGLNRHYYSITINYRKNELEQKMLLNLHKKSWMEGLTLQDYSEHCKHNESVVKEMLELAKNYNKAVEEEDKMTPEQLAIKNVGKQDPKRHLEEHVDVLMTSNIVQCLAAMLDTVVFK
Scp-1 inhibitor: blocks human Scp-1 phosphatase activity. Q9GZU7. Recombinant Scp1, phosphopeptide, malachite green phosphate absorbance. inhibition, % at 20 µM. actives 0.88% (n = 340,000);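 active = inhibition above about 50% at 20 µM, limit read from the data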;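 also: plate controls were DMSO wells with enzyme for no effect and wells lacking enzyme for full effect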
Target sequence (Q9GZU7 76-261 limits assumed): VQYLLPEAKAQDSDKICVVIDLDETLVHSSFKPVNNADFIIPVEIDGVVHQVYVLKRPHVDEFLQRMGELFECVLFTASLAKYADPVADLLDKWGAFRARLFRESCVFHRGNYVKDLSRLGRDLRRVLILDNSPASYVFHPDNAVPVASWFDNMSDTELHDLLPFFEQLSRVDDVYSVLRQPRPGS
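Assay system: SCP-1 catalytic fragment, aa 76-261 | Buffer or medium: Tris acetate buffer pH 5.5 with MgCl2 and Tween-20 | Compound: One concentration, 20 µM, with 1.0% DMSO | Also added: Phospho 17-mer peptide substrate | Signal: Absorbance at 630 nm | Incubation: 45 min enzyme reaction at room temperature | Measure: % inhibition of SCP-1 phosphate liberation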
DNMT1 block: DNMT1 (human) enzyme inhibition; P26358; inhibition (reported as % activation of signal), % at 10 µM; DNMT1 molecular beacon, Hinp1I cleavage, fluorescence; AID 588458; actives 0.83% (n = 360,000); in the data active = inhibition above about 50%
LMPTP inh: blocks human LMPTP phosphatase; P24666; recombinant LMPTP-A, OMFP fluorogenic substrate, fluorescence intensity; inhibition, % at 20 µM; actives 0.22% (n = 360,000); AID 651560;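 active = compounds that cut the enzyme signal by at least half of the control window in the single-dose screen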;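 also: plate controls were DMSO wells with enzyme plus substrate for no effect and substrate without enzyme for full effect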
Target sequence (P24666 whole entry, looked up): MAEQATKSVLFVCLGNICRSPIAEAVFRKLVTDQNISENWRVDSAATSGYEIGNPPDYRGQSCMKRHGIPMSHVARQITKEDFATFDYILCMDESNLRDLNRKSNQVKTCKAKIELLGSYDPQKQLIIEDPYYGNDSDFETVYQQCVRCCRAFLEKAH
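Assay system: LMPTP-A, protein tyrosine phosphatase of low molecular weight / Medium: pH 6.0 Bis-Tris buffer with DTT and Triton X-100 / Schedule: 50 min enzyme reaction at room temperature, protected from light / Measured by: endpoint fluorescence intensity from OMFP dephosphorylation / Read-out basis: % inhibition relative to no-enzyme and uninhibited control wells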
Rin1-Abl PPI inh: blocks binding of human Rin1 to Abl; actives 0.4% (n = 360,000); P00519+Q13671; AID 588664; inhibition, % at 7.35 µM; TR-FRET Rin1/Abl binding, biochemical; in the data active = inhibition above about 5%, passing the limit was not always enough
Neddylation inh: blocks human cullin neddylation; TR-FRET cullin neddylation, biochemical; calls only at 25 µM; actives 0.58% (n = 360,000); AID 651699; in the data active = inhibition above about 36%
CSN inh: blocks human CSN-mediated cullin deneddylation. Q92905. Purified CSN, SCF-Nedd8-OG deneddylation, fluorescence polarization. inhibition, % at 12.5 µM. actives 0.38% (n = 360,000). AID 651999;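 active = pattern-corrected inhibition above about 35%, with an unprinted fluorescence ratio check between 0.5 and 1.5, limit read from the data, passing the limit was not always enough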;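 also: 0% = enzyme with substrate and 100% = substrate without enzyme; some results filed as inactive read as strong as hits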
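Material: human Csn5 produced in HEK293T cells; Input: enzyme 0.24 nM; Reagent: SCFSkp2-Nedd8OG substrate at 10 nM final; Dosing: 12.5 µM compound; Incubation: 90 min reaction at room temperature; Detection: fluorescence polarization of the substrate; Evaluation: % inhibition of substrate cleavage by Csn5; Control set: substrate-only high control, full reaction low control.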
STEP inh: blocks human striatal-enriched tyrosine phosphatase. actives 0.25% (n = 360,000). inhibition, % at 20 µM. recombinant STEP, OMFP fluorogenic substrate, fluorescence. P54829;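 active = inhibition at 20 µM, scaled per plate between control wells, above about 37%, limit read from the data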;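 also: 0% = DMSO with enzyme and substrate and 100% = substrate only without enzyme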
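Material: STEP (striatal-enriched tyrosine phosphatase) enzyme, cell-free; Compound dosing: 20 µM single dose in 1% DMSO; Technique: fluorescence read at 480 nm ex / 540 nm em; Times: reaction 20 min, ambient temperature; Medium: 50 mM Bis-Tris pH 6.0 with 2.5 mM DTT and 0.005% Tween 20; Also added: OMFP at 25 µM.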
SUMO1-SIM PPI: modulators of human SUMO1-mediated protein-protein interactions; SUMO1 binding to a labelled peptide, TR-FRET, 1 h; P63165; inhibition, % at 20 µM; AID 602429; actives 0.33% (n = 360,000); in the data active = inhibition above about 37%
Target sequence (P63165 whole entry, looked up): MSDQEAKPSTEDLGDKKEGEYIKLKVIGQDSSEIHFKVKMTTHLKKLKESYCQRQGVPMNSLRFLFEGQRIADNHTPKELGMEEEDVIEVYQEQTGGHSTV
NadD block: inhibitors of Staphylococcus aureus NadD | actives 0.78% (n = 360,000) | inhibition, % at 20 µM | purified NadD enzyme, colorimetric absorbance read-out; in the data active = inhibition above about 26%; also: some compounds past the cut are filed as inactive
* hit, by the source's call; i = inactive; . = not tested or not shown.

Rpn11 block	Scp-1 inhibitor	DNMT1 block	LMPTP inh	Rin1-Abl PPI inh	Neddylation inh	CSN inh	STEP inh	SUMO1-SIM PPI	NadD block	SMILES
i	95.3*	4.1	0.8	-0.1	i	5.3	-1.9	3.6	21.5	C[C@H]1CN([C@@H](C)CO)C(=O)c2cccc(NC(=O)c3ccncc3)c2O[C@H]1CN(C)C(=O)Nc1ccccc1
i	-4.4	-1.9	-1.3	0.4	i	1.9	-0.8	-0.4	-7.0	COC(=O)C(C(=O)OC)C(C[N+](=O)[O-])c1ccc(O)c(OC)c1 (stereo not given)
i	6.5	6.2	-1.6	4.8	i	1.1	3.6	2.6	0.7	CCOC(=O)Cc1[nH]nc2c1C(c1cc(OC)ccc1OC)C(C#N)=C(N)O2 (stereo not given)
i	-8.8	1.4	0.8	1.7	i	-2.0	-2.6	-21.0	-3.5	Cc1ccc(C(=O)O)cc1NC(=S)NC(=O)c1ccc([N+](=O)[O-])c(C)c1
i	-4.9	-1.5	-1.1	-0.7	i	1.1	-3.4	0.3	-0.8	Cc1nonc1C(=O)N/N=C/c1ccc(O)cc1
i	.	-36.2	3.1	-0.8	i	2.3	-0.4	3.6	-11.4	CC1(Cc2ccc(C(F)(F)F)o2)C(=O)Nc2cc(-c3ccc(F)cc3F)ccc21 (stereo not given)
i	0.7	3.7	0.6	0.8	i	3.0	1.7	-33.2	-5.2	COc1ccc(NC(=O)C2CCN(S(=O)(=O)c3cccc4nonc34)CC2)c(OC)c1
i	0.1	0.7	-1.0	0.7	i	3.3	-0.3	0.0	0.6	COCCOC(=O)C1=C(C)NC(=O)NC1c1cccc(F)c1 (stereo not given)
i	-3.4	35.1	-2.9	3.5	i	-5.4	1.4	-3.1	2.5	CC(C)c1cccc(C(C)C)c1NC(=O)CN1C(=O)NC2(CCCCCCC2)C1=O
i	0.8	-10.8	0.5	2.9	i	2.8	0.4	-2.7	-23.1	COc1ccc(-c2cc(C(=O)N3CCN(c4ccccc4)CC3)c3ccccc3n2)cc1OC
i	-6.0	-0.8	-0.2	-1.6	i	0.0	-0.3	-1.3	-2.9	COc1ccc(NC(=O)c2cc(C)no2)cc1OC
i	9.5	-6.2	-0.5	-4.5	i	1.9	-0.8	15.9	4.9	O=C(COc1ccc2c3c(c(=O)oc2c1)CCCC3)NC(Cc1ccc(Cl)cc1)C(=O)O (stereo not given)
i	-6.5	-3.0	0.3	-0.5	i	2.0	-1.8	11.9	16.8	Cc1ccc(N2CCN(S(=O)(=O)c3nnc(NC(=O)c4ccco4)s3)CC2)cc1
i	-0.1	1.6	2.0	0.1	i	0.4	-3.8	-6.8	-2.8	COc1ccc(-c2nn(-c3ccccc3)cc2C(=O)N(C)CC(=O)Nc2cccc(F)c2)cc1
i	-6.9	-9.4	2.8	-1.8	.	-5.6	1.9	-4.3	14.5	COc1ccc(Cn2c(SCC#N)nc3ccc(N4CCOCC4)cc3c2=O)cc1
i	-12.2	-2.9	-1.1	-3.5	i	-3.9	0.9	13.1	0.8	O=C(NCCN1CCN(c2ccccc2F)CC1)C1CCCN(S(=O)(=O)c2cnc[nH]2)C1 (stereo not given)
i	-6.2	-1.6	-2.5	0.1	i	4.2	-0.7	2.8	-3.0	COc1c(S(=O)(=O)NCCCn2ccnc2)ccc(Cl)c1Cl
i	1.2	-1.9	1.9	1.5	i	-3.0	-0.2	1.0	7.7	Cc1ccc(/C=N/N(Cc2ccccc2)c2ccccc2)o1
i	.	-1.6	-1.2	0.4	i	-3.7	0.8	-2.4	1.2	COCCNC(=O)C1(C)CCN(C(=O)c2ccc(SC(F)(F)F)cc2)C1 (stereo not given)
i	-6.1	0.1	1.5	-7.3	i	-0.3	5.1	-26.6	1.0	COc1ccc(C(=O)NCCNc2ccccc2[N+](=O)[O-])cc1
i	0.2	-7.1	4.2	0.6	i	4.5	9.7	-5.1	9.2	Cc1ccc(N2CCN(C(=S)c3ccc(N(C)C)cc3)CC2)cc1
i	-17.1	3.1	0.2	-2.1	i	-6.3	-1.3	11.9	-0.1	COc1ccc(OC)c(-n2c(=S)[nH]c3cc(C(=O)N(C)Cc4ccccc4)ccc3c2=O)c1
i	-12.3	-5.7	3.2	0.0	i	-9.4	-1.0	-0.4	-10.5	Cc1cc(NC(=O)CCSc2ccccc2)ccc1Br
i	8.4	-3.5	-0.7	1.5	i	-9.6	-2.5	-0.3	-5.7	O=C(NCCN1CCOCC1)c1cnn2c1NC(c1cccs1)CC2C(F)(F)F (stereo not given)
.	-13.3	-8.5	-1.0	0.9	i	72.0*	0.4	-1.1	3.7	O=C1CCCC(=NNC(=O)c2cc3ccccc3cc2O)C1
i	0.8	-0.8	-1.6	-4.0	i	-1.6	-2.3	-13.2	1.5	Cn1nnnc1Sc1c(Cl)cccc1[N+](=O)[O-]
i	-0.3	-1.2	1.6	3.2	i	-2.4	2.4	5.9	15.5	C[C@@]12C(=O)Nc3ccc(F)cc3C(=O)N1[C@H]1c3ccccc3OC[C@@H]1[C@@H]2c1ccccc1
i	-3.8	0.8	-1.1	1.4	i	-2.7	-2.7	4.5	-2.8	O=C(CN1CCC(NC(=O)Nc2ccccc2)CC1)Nc1ccccc1F
i	-8.8	3.1	-0.5	-7.8	i	2.8	1.8	-16.7	2.5	N#C/C(=C\c1c(N2CCC(C(N)=O)CC2)nc2ccccn2c1=O)C(=O)NC1CCCCC1
i	-2.5	-3.1	-1.8	4.5	i	0.0	-4.7	1.6	-19.6	O=C(COC(=O)c1c[nH]c(=O)[nH]c1=O)Nc1ccccc1F
i	0.3	3.1	1.0	1.9	i	2.2	-12.4	4.9	0.7	COc1ccccc1Nc1nc2ccccc2n1C
i	17.0	2.1	4.2	0.2	i	8.0	2.7	-0.3	0.6	Cc1ccc(S(=O)(=O)c2cnc(-c3ccccc3)nc2N2CCCCC2)cc1
i	-9.8	-0.8	-1.5	2.6	i	2.8	-0.9	6.5	-2.8	CCOc1ccccc1N(C(=O)CNC(=O)c1ccco1)C(C(=O)NC1CCCC1)c1ccncc1 (stereo not given)
i	3.0	10.2	0.8	0.4	i	2.9	-1.0	8.4	25.4	C=CCn1c(SCC(=O)Nc2sc3c(c2C#N)CCC3)nnc1C1COc2ccccc2O1 (stereo not given)
i	0.9	1.5	-2.7	1.8	i	1.4	11.9	0.7	-4.8	CCOC(=O)Cc1c[nH]c(=S)[nH]c1=O
i	-0.7	-5.1	-0.4	3.8	i	0.4	0.2	-3.2	5.6	CCN(CC)C(=O)CSc1nnc2cc(C)c3ccccc3n12
i	0.8	-2.8	1.2	-0.8	i	0.6	0.0	-16.1	4.5	N#C/C(=C\c1ccc(Sc2nc3ccccc3[nH]2)o1)c1ccccc1
i	1.0	-1.4	1.2	-4.3	i	-2.5	-2.1	-19.0	5.7	Cc1ccc2nc(-c3ccncc3)cc(C(=O)Nc3ccncc3)c2c1
i	-21.8	-3.1	1.7	-1.6	i	-2.5	0.2	-22.6	-6.6	Cc1onc(-c2ccccc2)c1C(=O)OCCOc1ccc([N+](=O)[O-])cc1[N+](=O)[O-]
i	0.9	5.2	-1.4	-0.5	i	-10.1	-2.4	-1.2	1.6	Cc1scc(C(=O)NNC(=S)NCC(C)C)c1C
i	6.5	-4.6	1.7	1.0	i	7.3	1.0	2.5	9.7	Cc1cccc(C(=O)NCc2nnc3c4ccccc4c(-c4ccccc4)nn23)c1
i	.	2.4	-0.6	0.7	i	1.2	0.6	6.6	2.0	CCN(Cc1cnn(C)c1)C(=O)c1ccc2nc(Cc3ccccc3F)oc2c1
i	-7.2	1.1	-0.4	2.1	i	1.2	-1.3	-11.9	0.6	CN1c2ccsc2/C(=N/NC(=O)c2c(F)cccc2F)CS1(=O)=O
i	-3.0	1.9	-0.1	-0.4	i	2.2	1.2	0.5	-0.9	Cn1c(SCC(=O)NC2CCCC2)nnc1-c1cccs1
i	.	-0.1	-1.0	-4.8	i	4.0	1.7	0.6	-3.3	CCC(CC)C(=O)N(C)c1c(C)nc2c(OCc3ccc(F)c(F)c3)cccn12
i	-8.6	-0.8	-2.1	2.9	i	-2.6	-1.9	-1.1	-7.0	COc1cccc(OCC(=O)Nc2ccncc2)c1
i	-4.9	6.4	0.6	3.3	i	2.5	0.3	-0.3	-5.6	CCN(CC)CCNC(=O)C(=O)Nc1ccc2c(c1)N(S(=O)(=O)c1cccs1)CCC2
i	-4.2	6.9	3.2	-2.6	i	0.5	1.6	0.0	-2.2	CC1(C)Cc2cccc(C(=O)Nc3ccc(F)cc3F)c2O1
i	-1.6	4.3	-0.3	3.0	i	3.3	0.0	0.4	-5.0	COC(=O)c1ccc(N2CCOCC2)c(NC(=O)c2cccs2)c1

Compound profiles (already shown). Order of screens: Rpn11 block, Scp-1 inhibitor, DNMT1 block, LMPTP inh, Rin1-Abl PPI inh, Neddylation inh, CSN inh, STEP inh, SUMO1-SIM PPI, NadD block
Listed for CC1(C)Cc2cccc(C(=O)Nc3ccc(F)cc3F)c2O1 : i, -4.2, 6.9, 3.2, -2.6, i, 0.5, 1.6, 0.0, -2.2
Listed for COc1cccc(OCC(=O)Nc2ccncc2)c1 : i, -8.6, -0.8, -2.1, 2.9, i, -2.6, -1.9, -1.1, -7.0
Listed for CCN(CC)CCNC(=O)C(=O)Nc1ccc2c(c1)N(S(=O)(=O)c1cccs1)CCC2 : i, -4.9, 6.4, 0.6, 3.3, i, 2.5, 0.3, -0.3, -5.6
